PHOSPHO1 block: blocks human PHOSPHO1 phosphatase activity. recombinant PHOSPHO1, absorbance phosphatase assay. inhibition, % at 13.3 µM. actives 1.1% (n = 290,000); in the data active = inhibition above about 60%
Target sequence (Q8TCT1 whole entry, looked up): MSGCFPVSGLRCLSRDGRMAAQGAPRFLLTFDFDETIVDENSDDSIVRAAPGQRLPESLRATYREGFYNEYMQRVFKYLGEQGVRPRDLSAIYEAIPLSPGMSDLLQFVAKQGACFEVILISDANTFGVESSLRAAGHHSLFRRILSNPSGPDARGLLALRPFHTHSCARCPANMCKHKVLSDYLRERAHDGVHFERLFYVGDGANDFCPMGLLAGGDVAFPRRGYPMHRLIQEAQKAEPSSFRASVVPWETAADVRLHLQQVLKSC
IDE cell activ: boosts human insulin-degrading enzyme activity in HEK cells; FAbeta-B cleavage, fluorescence polarization; 0% vehicle, 100% cell-free pure enzyme wells; actives 0.073% (n = 340,000); P14735; activation, % at 5.96 µM;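 active = activation above the mean of all tested compounds plus 3 SD, set per screening campaign, cut at about 17% in these data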
GalR3 antagonist: human GalR3 antagonism; O60755; HEK293 GalR3-CNG cAMP membrane potential fluorescence; galR3 body fused to GalR1 C-terminus; inhibition, % at 3 µM; actives 0.44% (n = 360,000);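 active = inhibition above the screen-wide average plus 3 SD, cut at about 13% in these data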;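 also: forskolin and galanin both at EC90 stimulate the cells; cAMP rise reported by CNG channel membrane potential dye signal; 0% = forskolin plus galanin with DMSO and 100% = forskolin alone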
CRFR2-BP antag: antagonists of CRF-binding protein/CRF-R2 receptor complex | HEK293 CRF-R2/CRF-BP, CRF-induced calcium fluorescence | inhibition, % at 11.8 µM | actives 0.59% (n = 350,000);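 active = inhibition of the ligand-induced calcium signal above about 50% at the single tested concentration, limit read from the data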
p-CIP stab down: lowers stability of the mouse p/CIP coactivator protein; Q05BA5; F442A p/CIP-EGFP cells, EGFP fluorescence, 16 h; decrease of EGFP signal, % at 10 µM; actives 0.01% (n = 290,000);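 active = EGFP signal decrease of at least 30% at 10 µM or well 3 SD below plate mean, unless failing retest; inactive = the rest, including hits failing retest or dose response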; also: some compounds called inactive have numbers as strong as hits; many of its hits are not listed in these tables
MEKK3 PB1 HTS: raises or lowers MEK5 binding to the human MEKK3 PB1 domain. bead-based flow cytometry, Alexa488-MEK5 binding to MEKK3; actives lie on both sides; 0 = blocked by unlabeled MEK5, 100 = vehicle. binding response (% of control), % at 10 µM. actives 1.4% (n = 290,000). Q99759;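 active = binding response more than 3 SD above or below the average of its plate-row segment, actives on both sides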;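 also: Alexa488 bead fluorescence after subtracting the streptavidin-only scavenger bead signal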
CRFR2-BP ag: agonists of human CRF-binding protein/CRF-R2 receptor complex; HEK293 CRF-R2/CRF-BP, calcium dye fluorescence (FLIPR); percent of saturating CRF peptide response; activation, % at 13.2 µM; actives 0.46% (n = 350,000); AID 588473;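 active = activation of at least 50%, plus an integration ratio under a set limit after plate pattern correction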;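 also: plate controls were neutral control wells without compound for no effect and CRF at EC100 for full effect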
IDE cell inh: cellular human IDE inhibition. P14735. HEK cells, FAbetaB cleavage, fluorescence polarization. inhibition, % at 5.59 µM. actives 0.41% (n = 320,000). AID 434962;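 active = percent inhibition above the average of all tested compounds plus 3 SD, set per screening campaign, cut at about 16% in these data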;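 also: IDE supplied by intact live HEK cells; FP after avidin binding of uncleaved biotin substrate so inhibition keeps polarization high; 0% = DMSO wells and 100% = 60 µM reference IDE inhibitor Ii1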
M4 PAM: positive allosteric modulators of human muscarinic M4 receptor; P08173; CHO-K1 hM4/Gqi5, Fluo-8 calcium fluorescence, ACh EC20; 0% = ACh EC20, 100% = maximal ACh; activation, % at 3 µM; actives 0.4% (n = 360,000);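 active = activation above its plate's cutoff, the mean activation of sample wells plus 3 SD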; also: some results filed as inactive read as strong as hits
Target sequence (P08173 whole entry, looked up): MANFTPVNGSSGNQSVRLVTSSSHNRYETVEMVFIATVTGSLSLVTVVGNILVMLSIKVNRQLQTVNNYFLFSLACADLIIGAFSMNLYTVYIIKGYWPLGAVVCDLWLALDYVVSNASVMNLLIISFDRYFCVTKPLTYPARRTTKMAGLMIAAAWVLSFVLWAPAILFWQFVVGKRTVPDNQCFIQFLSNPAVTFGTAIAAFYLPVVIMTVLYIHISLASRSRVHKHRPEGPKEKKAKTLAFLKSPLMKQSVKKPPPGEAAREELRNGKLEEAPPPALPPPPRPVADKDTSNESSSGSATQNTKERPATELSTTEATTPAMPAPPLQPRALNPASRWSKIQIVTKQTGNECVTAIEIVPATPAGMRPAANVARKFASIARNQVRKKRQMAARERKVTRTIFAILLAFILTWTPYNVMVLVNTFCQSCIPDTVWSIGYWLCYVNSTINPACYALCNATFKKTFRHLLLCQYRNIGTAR
* = called active by the depositor; . = no result given; & = joins results of further samples.

SMILES	PHOSPHO1 block	IDE cell activ	GalR3 antagonist	CRFR2-BP antag	p-CIP stab down	MEKK3 PB1 HTS	CRFR2-BP ag	IDE cell inh	M4 PAM
CC(=O)c1c(C)[nH]c(C(=O)Nc2ccc(Cl)c(S(=O)(=O)N3CCOCC3)c2)c1C	6	2	-3	-54	14	103	5.2	5	-5
COc1ccc(OC)c(C2NC(=O)N(C)C(C)=C2C(=O)OCc2ccccc2)c1 (stereo unspecified)	30	5	-7	-23	-22	106	-2.7	8	-8
Cc1ccc(C(=O)OCC(=O)N2CCc3ccccc32)cc1	8	3	-3	-5	-12	111	2.6	0	5
O=C(CSC1=NS(=O)(=O)c2cc(F)ccc2N1)NCc1ccccc1Cl	.	-1	-5	1	.	.	0.5	-5	-3
CNS(=O)(=O)c1cccc(C(=O)OCC(=O)c2ccc(S(=O)(=O)N3CCCCC3)cc2)c1	.	5	0	-8	.	.	0.8	7	-5
O=C1C2CCCN2c2ccc(S(=O)(=O)N3CCOCC3)cc2N1Cc1cccc(C(F)(F)F)c1 (stereo unspecified)	10	.	.	.	-14	98	.	3	.
Cc1cc(=O)oc2c3c(cc(OCC(=O)Nc4cccnc4)c12)OC(C)(C)CC3	34	-6	1	1	-18	107	-0.7	3	3
O=C1CCc2ccccc2N1	23	4	2	-4	-10	99	-0.5	-5	6
CC(=O)c1cccc(OCc2cc(C(=O)N3CC4C[C@@H]5CC3C[C@H](C4)C5)no2)c1	34	2	-1	-4	48	102	-0.5	10	-9
O=C(OCC(=O)N1CCCC1=O)c1cc(Cl)ccc1O	.	0	-3	0	.	.	-0.3	-1	3
O=C(NCCOc1ccccc1F)Nc1ccc(Br)cc1	12	-3	-2	14	1	106	-1.2	0	-13
CCOC(=O)c1ccc(Oc2cn[nH]c2-c2ccc(O)cc2O)cc1	32	1	17*	1	-2	76	-0.1	-1	-12
O=C(c1cccc(Cl)c1)N1CCN(C2CCCCCC2)CC1	15	7	-1	-10	1	99	-0.7	-7	-7
CC(NS(=O)(=O)c1ccc(F)cc1)C(=O)Nc1ccc2c(c1)OCCO2 (stereo unspecified)	27	8	-3	-4	-9	102	0.5	0	1
CC(C)CN1CCC(=O)N([C@H](COc2ccccc2)Cc2ccccc2)CC1	10	2	-4	12	-4	102	0.2	2	4
CCN1CCN(Cc2ccc(C(=O)Nc3ccc(C)c(NCc4cnc(NC(=O)OC)cn4)c3)cc2C(F)(F)F)CC1	4	1	4&-6	13&-8	-1	105	-0.4&0.3	3	-4&-9
COc1cc(OC)cc(-c2c(C#Cc3ccsc3)c3cc(-c4ccc5[nH]ccc5c4)ccc3n2C)c1	.	-1	-2	-5	.	.	0.2	-2	5
COC(=O)c1ccc(OC)c(CSc2nnc(COc3ccc(OC)cc3)o2)c1	-28	7	-6	9	-8	101	2.6	-1	-10
Cc1cccc(NC(=S)N/N=C/c2cccc(O)c2)c1C	20	1	-4	5	-14	109	0.3	-1	-5
Cc1ccc(NC(=O)C(C)Sc2nnc(C)n2C2CC2)cc1S(=O)(=O)N1CCOCC1 (stereo unspecified)	.	-3	-2	5	.	.	-1.1	5	5

A draw from above in order of heavy-atom count, largest number first.
SMILES	PHOSPHO1 block	IDE cell activ	GalR3 antagonist	CRFR2-BP antag	p-CIP stab down	MEKK3 PB1 HTS	CRFR2-BP ag	IDE cell inh	M4 PAM
Cc1cc(=O)oc2c3c(cc(OCC(=O)Nc4cccnc4)c12)OC(C)(C)CC3	34	-6	1	1	-18	107	-0.7	3	3
O=C(CSC1=NS(=O)(=O)c2cc(F)ccc2N1)NCc1ccccc1Cl	.	-1	-5	1	.	.	0.5	-5	-3
CCOC(=O)c1ccc(Oc2cn[nH]c2-c2ccc(O)cc2O)cc1	32	1	17*	1	-2	76	-0.1	-1	-12
O=C(NCCOc1ccccc1F)Nc1ccc(Br)cc1	12	-3	-2	14	1	106	-1.2	0	-13
O=C(OCC(=O)N1CCCC1=O)c1cc(Cl)ccc1O	.	0	-3	0	.	.	-0.3	-1	3

Later entries:
SMILES	PHOSPHO1 block	IDE cell activ	GalR3 antagonist	CRFR2-BP antag	p-CIP stab down	MEKK3 PB1 HTS	CRFR2-BP ag	IDE cell inh	M4 PAM
CCOC(=O)Nc1sc2c(c1C(=O)OCC)CCC2	-12	-1	-5	-17	-10	108	-0.5	-4	0
CCOC(=O)Cc1cn2c(=O)cc(CSCC(=O)Nc3ccc(C)c(C)c3)nc2s1	-19	-1	-3	10	2	88	-1.1	7	6
Cc1ccc(SCC(=O)NNC(=O)CNC(=O)c2ccc(Br)cc2)cc1	.	5	-7	22	.	.	-2.0	4	6
Cc1cccc(C)c1NC(=O)C1C2C=CC(C2)C1C(=O)NCc1ccccn1 (stereo unspecified)	10	5	-10	2	-14	98	-4.5	-1	-2
Cc1cc(C)cc(NC(=O)N2CCCN(c3ncccc3[N+](=O)[O-])CC2)c1	55	3	-4	7	-1	105	-6.2	5	-22
CC(=O)c1cccc(NC(=O)CCCOc2ccc(C)cc2)c1	-7	-5	0	19	-3	104	-5.2	3	2
CCOc1ccc(-c2nnc(NC(=O)Cc3cc(OC)c(OC)c(OC)c3)o2)cc1	24	4	-10	2	-8	103	0.7	0	-5
CNS(=O)(=O)c1cccc(C(=O)OCCCC(=O)c2ccccc2)c1	.	2	-6	-3	.	.	-0.8	0	2
COc1ccc(NC(=S)N2CCN(Cc3ccccc3)CC2)c(OC)c1	8	2	-3	-13	-6	94	-1.7	-2	9
NC(=O)C12C(=O)NC(=O)C1(C(=O)O)C21CCCC1 (stereo unspecified)	.	6	5	2	.	.	-0.4	.	2
Cc1cccc(C)c1NC(=S)NCCCN1CCCC1=O	-4	7	0	-5	-13	92	-0.8	0	0
COc1nc(Nc2ccccc2F)nc(OC)n1	14	3	-7	3	-2	102	-2.6	-1	-3
Cc1ccc(-n2c(=O)cc(NCc3cccnc3)[nH]c2=O)cc1	-5	-4	-6	2	-9	104	3.0	7	0
O=C(COc1ccc2ccc(=O)oc2c1)Nc1ccc(CN2CCOCC2)cc1	43	3	-10	0	8	102	0.8	2	7
Cc1[nH]c(=O)[nH]c(=O)c1C=CC(=O)NC(CO)CS(=O)Cc1ccccc1 (stereo unspecified)	.	.	-5	-6	.	.	-2.3	.	6
Cc1ccc(C(=O)OCC(=O)NC(=O)c2cccn2C)cc1[N+](=O)[O-]	36	8	-6	5	-8	102	10.0	1	5
O=C(c1cnccn1)N(Cc1cccs1)C1(C(=O)NC2CCCC2)CCCCC1	-16	2	-4	26	-2	96	-3.3	4	-4
O=C(Cn1cccc1C(=O)c1ccccc1)NCCc1ccccc1	29	3	-8	-3	1	103	-2.1	4	-2
CCn1nnnc1-c1ccc(OC)c(S(=O)(=O)Nc2ccccc2OC)c1	.	.	-8	-16	.	.	-0.1	.	2
Cc1ccc(NC(=O)CCC(=O)OC(C)C(=O)c2ccccc2)cc1 (stereo unspecified)	22	-1	-9	-4	-13	102	-1.9	0	-1

Results in p-CIP stab down and M4 PAM, for some of the entries so far:
mol	p-CIP stab down	M4 PAM
COc1ccc(NC(=S)N2CCN(Cc3ccccc3)CC2)c(OC)c1	-6	9
O=C(Cn1cccc1C(=O)c1ccccc1)NCCc1ccccc1	1	-2

Later entries.
SMILES	PHOSPHO1 block	IDE cell activ	GalR3 antagonist	CRFR2-BP antag	p-CIP stab down	MEKK3 PB1 HTS	CRFR2-BP ag	IDE cell inh	M4 PAM
Cn1c(=O)c2c(nc(SCC(=O)N3CCc4ccccc4C3)n2C)n(C)c1=O	-24	-1	-1	5	-16	103	0.3	1	5
COc1cc(F)c(S(=O)(=O)N2CCOc3ccccc32)cc1OC	1	4	-12	-6	-6	101	3.2	3	1
Cc1onc(-c2c(F)cccc2Cl)c1C(=O)N(C)C1CCCCC1	33	3	1	-12	1	103	-0.2	4	2
Cc1cc(OCc2nn[nH]n2)c2c(-c3ccccc3)cc(=O)oc2c1	-5	-3	-6	12	-29	103	-1.2	1	8
Cc1cc(C)c(S(=O)(=O)NCCCN2CCOCC2)cc1Br	-6	3	-4	6	0	90	0.9	6	-4
Cc1cccc(N(Cc2ccccc2)C(=O)CCl)c1	52	-6	2	-4	-3	104	0.2	.	13
Cc1nc(C)c(CC(=O)N/N=C/c2ccc(O)cc2)c(=O)[nH]1	-7	2	1	19	-6	106	-0.9	2	2
CC(O)[C@@H](NC(=O)C1CCC(CNC(=O)[C@H](Cc2ccccc2)NC(=O)OC(C)(C)C)CC1)C(=O)O (stereo partly specified)	46	3	-10	-23	-2	103	-0.6	1	16*
O=C(CN1C(=O)COc2ccccc21)NCc1ccc(C(=O)O)cc1	18	0	0	23	-3	98	-1.4	-3	10
Cc1c(C(=O)N2CCN(CCc3ccccc3)CC2)oc2ccccc12	-27	2	-5	-19	-1	103	2.3	3	2
COc1cccc(NC(=O)COc2ccc3c(c2)CCC3)c1	13	-4	-7	3	-15	87	-3.7	-3	-2
Cc1cnc(C(=O)OCC(=O)c2ccc(Cl)cc2)cn1	29	1	-2	-2	-25	95	-0.2	3	-1
O=C(Nc1nc2ccc(S(=O)(=O)N3CCCC3)cc2s1)c1ccccn1	24	3	-5	65*	3	106	3.1	9	6
O=C(Nc1cccc2ccccc12)N1CCN(c2ncccn2)CC1	34	0	-7	19	-17	90	0.9	-2	5
Cn1c(=O)c(C(=O)CN2CCN(Cc3ccc4c(c3)OCO4)CC2)c(N)n(Cc2ccccc2)c1=O	33	1	-6	-4	-6	101	-1.9	-1	-7
COc1ccc(CSc2nnnn2C)cc1F	23	-3	-2	-6	5	104	4.3	2	0
CCOC(=O)Nc1cc(C(=O)OC)cc(C(=O)OC)c1	11	1	2	-2	-6	104	12	-3	-2
Cc1sc(NC(=O)C2CC(=O)N(Cc3ccco3)C2)nc1-c1ccccc1 (stereo unspecified)	.	.	-10	8	.	.	1.0	.	6
CCCCNC(=O)C1CCC(CNc2c(N3CCC(C)CC3)c(=O)c2=O)CC1 (stereo unspecified)	37	4	3	-3	3	86	-0.9	-2	-3
Cc1cc(CNC(=O)COc2cc(F)ccc2[N+](=O)[O-])c2ccccc2n1	-17	4	-4	2	0	118	-1.7	4	-11

Single records, as listed above.
Shown for `Cn1c(=O)c(C(=O)CN2CCN(Cc3ccc4c(c3)OCO4)CC2)c(N)n(Cc2ccccc2)c1=O` = PHOSPHO1 block = 33; IDE cell activ = 1; GalR3 antagonist = -6; CRFR2-BP antag = -4; p-CIP stab down = -6; MEKK3 PB1 HTS = 101; CRFR2-BP ag = -1.9; IDE cell inh = -1; M4 PAM = -7
Shown for `Cc1onc(-c2c(F)cccc2Cl)c1C(=O)N(C)C1CCCCC1` = PHOSPHO1 block = 33; IDE cell activ = 3; GalR3 antagonist = 1; CRFR2-BP antag = -12; p-CIP stab down = 1; MEKK3 PB1 HTS = 103; CRFR2-BP ag = -0.2; IDE cell inh = 4; M4 PAM = 2
